# DT40 TDP1 no CPT: qHTS for Inhibitors of human tyrosyl-DNA phosphodiesterase 1 (TDP1): qHTS in cells in absence of CPT | DT40 Tdp1-/- hTDP1 cells, no CPT, ATP luminescence, 48 h | AID 686978, 2013 | actives 15% (n = 420,000) | Potency, µM (highest dose often 46.2 µM), for inactives: at the highest dose activity change, negative = growth inhibition, hits mostly inhibitors; active = well fitted inhibition curve with a large enough effect; inconclusive = small, poorly fitted or top-dose-only effect; note: nearly all actives have a fitted effect of over 55% in size
#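 Stably hTDP1-transfected Tdp1-null chicken DT40 cells were treated with library compounds minus camptothecin and grown for at least 48 hr at 37 °C, after which cellular ATP was quantified by luminescence.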
# * = called active by the depositor; ? = inconclusive. % is set by controls: 0 for no effect and ±100 for the full control effect; potency is the fitted concentration of half-maximal effect.
compound	DT40 TDP1 no CPT
CC1=C(C(=O)N(C(C)C)C(C)C)CC(CC(=O)NCC2CCCCC2)C(=O)N1Cc1ccccc1 (configuration not stated)	?
COC(=O)c1ccc2nc(C3CCCCC3)c(Cc3cccc(F)c3)n2c1	?
O=[N+]([O-])c1ccc(Cl)cc1P(=O)(O)c1cc(Cl)ccc1[N+](=O)[O-]	7%
OC(c1cccc(Cl)c1)c1nc(-c2cnc3ccccc3c2)cs1 (configuration not stated)	13µM*
CC1(C(=O)NC2CCCCC2)CCC(=O)N1CC(F)(F)F (configuration not stated)	20%
O=C(Cn1ccnc1)c1ccc(O)c(O)c1	3%
COC(=O)c1nc(-c2ccccc2)nc(-c2ccccc2)c1C(=O)OC	-13%
Cc1cc2nc(-c3ccc(Cl)cc3)c(Cc3ccsc3)n2c(C)c1Br	?
COc1ccc(CN2CCOc3ccc(C(O)c4cccnc4)cc3C2)cc1 (configuration not stated)	?
O=C(NCCCc1cnc[nH]1)NCCCN(Cc1ccc(Cl)cc1)c1ccc(Br)cn1	4µM*
COC1C=COC2(C)Oc3c(C)c(O)c4c(O)c(c(CN5CCN(C)CC5)c(O)c4c3C2=O)NC(=O)C(C)=CC=CC(C)C(O)C(C)C(O)C(C)C(OC(C)=O)C1C (configuration not stated)	21µM*
CC(=Nc1ccccc1)C1=C(O)C(Cc2ccc(O)cc2)NC1=O (configuration not stated)	0.0082µM*

# Continuation.
compound	DT40 TDP1 no CPT
COc1ccc(CNC(=O)c2sc(=O)n(Cc3ccccc3OC)c2C)cc1	?
CCN1C(=O)CC(C(C)C)N(C2CCCC2)c2nc(Nc3ccc(C(=O)NC4CCN(C)CC4)cc3OC)ncc21 (configuration not stated)	?
COC(=O)[C@]12CCCCC=C1N(Cc1cccc3ccccc13)C(=O)[C@H](CC(=O)NCCCN1CCCC1=O)C2	16µM*
O=C(NC1CC1)c1cccc2c1C(=O)c1ccc(N3CCC(N4CCCCC4)CC3)cc1S2(=O)=O	-27%
O=C(Nc1ccc(Br)cn1)c1cccc2ccccc12	2.1µM*
COc1ccc(C(=O)NCC(c2ccco2)N2CCOCC2)cc1 (configuration not stated)	-23%
O=C(NCCN1CCC(n2c(=O)[nH]c3ccccc32)CC1)c1ccccc1Cl	?
COCCN(C(=O)COC(=O)C12CC3CC(CC(C3)C1)C2)c1c(N)n(Cc2ccccc2)c(=O)[nH]c1=O	?
CCC(CC)C(=O)N(C)c1c(C)nc2c(OCC(=O)N(C)C)cccn12	0%
COc1ccc(-c2csc(C(NC(C)=O)c3cccc(OC)c3)n2)cc1 (configuration not stated)	?
O=S1(=O)N[C@H](Cc2ccccc2)COc2cc(N3CCSCC3)ccc21	-20%
CCOC(=O)[C@]12CCCC=C1N(Cc1cccc3ccccc13)C(=O)[C@H](CC(=O)NCc1ccc(C)o1)C2	?

# (further entries)
compound	DT40 TDP1 no CPT
COc1ccc(S(=O)(=O)N2C[C@H]3CON(C)[C@H]3C[C@H]2c2ccc(-c3cc4ccccc4o3)cc2)cc1	?
Oc1ccccc1C=NN1CCCCCC1	-22%
Cc1cccc(C(=O)OCC(=O)NCc2ccc(Cl)cc2)c1	?
COc1ccc(C(=O)NC(c2ccc(OC)c(OC)c2)c2cc(Cl)c3cccnc3c2O)cc1 (configuration not stated)	5.6µM*
O=C(NCCN1CCOCC1)c1cnn(-c2nccc(-c3cc4ccccc4o3)n2)c1C1CC1	?
CC1(C(=O)Nc2ccc(F)c(Cl)c2)Cc2c(-c3cccc(C(F)(F)F)c3)ccnc2O1 (configuration not stated)	?
O=C1c2ccccc2C(=Cc2cccnc2)c2ccccc21	?
COc1ccc(-c2ccc(C(=O)NC3CCCCC3)c3occc23)c(C)c1	18µM*
O=C(O)Cc1cc(=O)[nH]n(-c2ccccc2)c1=O	-4%
O=Cc1c[nH]c2ccc(NC(=O)OCc3ccccc3)cc12	?
CCOC(=O)C1=CN(CC2CCCCC2)CCC1=O	-15%
COc1cccc(C(O)c2nc(-c3cccc(F)c3)cs2)c1 (configuration not stated)	?

# Next section:
compound	DT40 TDP1 no CPT
COc1cc(CN2CCCC(n3cc(C(=O)N4CCCCC4)nn3)C2)cc2c1OCO2 (configuration not stated)	-12%
N#CC1=C2CCCCC2(O)NC1=O (configuration not stated)	4%
C[C@H]1CN([C@@H](C)CO)C(=O)c2cc(-c3cccc(F)c3)cnc2O[C@H]1CN(C)C(=O)c1cnccn1	-12%
Nc1nc2ccccc2cc1C(=O)NCCCCc1ccccc1	1.6µM*
CC(C)(C)c1csc(NC(=O)c2cccnc2Cl)n1	2%
CCCC(=O)N1CCCC1(C)C(=O)Nc1cc(OC)c(OC)c(OC)c1 (configuration not stated)	3%
O=C1C=C(c2cccnc2)CCC1	-15%
Cc1cc(F)cc(-c2cc(C(=O)NCc3ccccc3)[nH]n2)c1	?
CC1C(=O)N(Cc2cn(CC3CCCCC3)nn2)CCS(=O)(=O)N1Cc1ccc(-c2ccc(Cl)cc2)cc1 (configuration not stated)	8.2µM*
COc1ccc(S(=O)(=O)N2CCOC2CNC(=O)C(=O)NCCCN2CCCC2=O)cc1OC (configuration not stated)	-8%
COc1ccc(C(=O)OCC(=O)N2CCN(S(=O)(=O)c3ccc(C)cc3)CC2)cc1[N+](=O)[O-]	?
CC(=O)N1CCC[C@H]1C(=O)NCC1Cc2cc(C)cc(-c3ccc(Cl)cc3)c2O1 (some centres not stated)	-22%

# 4 records picked at random from the list so far, as already listed:
compound	DT40 TDP1 no CPT
COc1cc(CN2CCCC(n3cc(C(=O)N4CCCCC4)nn3)C2)cc2c1OCO2 (configuration not stated)	-12%
CCOC(=O)[C@]12CCCC=C1N(Cc1cccc3ccccc13)C(=O)[C@H](CC(=O)NCc1ccc(C)o1)C2	?
COc1ccc(S(=O)(=O)N2C[C@H]3CON(C)[C@H]3C[C@H]2c2ccc(-c3cc4ccccc4o3)cc2)cc1	?
O=C1C=C(c2cccnc2)CCC1	-15%

# (list continues)
compound	DT40 TDP1 no CPT
CCCNC(=O)N(C)C[C@H]1Oc2ncc(Br)cc2C(=O)N([C@H](C)CO)C[C@H]1C	-22%
COc1ccc(NC(=S)N2CCN(C)CC2)cc1	4%
C[C@@H]1CN([C@@H](C)CO)C(=O)CCCn2cc(nn2)CO[C@H]1CN(C)S(=O)(=O)c1ccc2c(c1)OCCCO2	4%
COc1ccc(-c2cc(C(=O)OCC(=O)c3ccc(C)cc3)c3cccc(Cl)c3n2)cc1	?
Cc1cc(C)cc(C(=O)C[n+]2cccc(Br)c2)c1	-7%
CCCc1c(C(=O)N/N=C/C=C/c2ccccc2)nnn1-c1nonc1N	-25%
CCOC(=O)N1CCN(Cc2nc(-c3ccc(OC)cc3)no2)CC1	?
CCC(C)n1c(=N)c(C(=O)NC2CCCCC2)cc2c(=O)n3ccccc3nc21 (configuration not stated)	16µM*
OCC1OC(n2cnc3c(=S)nc[nH]c32)CC1O (configuration not stated)	-10%
CCOc1cc(S(=O)(=O)NCc2ccccc2)c(OCC)cc1-n1cnnn1	-10%
Cc1cc(C)c2c(c1)CC(C)(C)CC2=O	1%
COc1cc2oc(=O)cc(CN3CCN(c4ccccc4OC)CC3)c2cc1Cl	?

# In a second layout: entries from further up.
CCOc1cc(S(=O)(=O)NCc2ccccc2)c(OCC)cc1-n1cnnn1
  DT40 TDP1 no CPT = -10%
Cc1cc(C)c2c(c1)CC(C)(C)CC2=O
  DT40 TDP1 no CPT = 1%

# (listing goes on)
compound	DT40 TDP1 no CPT
CC1(C(=O)NCC(F)(F)F)CCN1C(=O)C1(c2ccccc2)CC1 (configuration not stated)	-17%
O=C(NNC(=O)c1cccc2ccccc12)c1cccc(Cl)c1	-24%
CC12CCC(C(=O)N(c3nccs3)C1=O)C2(C)C (configuration not stated)	-24%
COc1ccc2c(C)cc(=O)sc2c1	-24%
Clc1ccc2c(ccc[n+]2CCc2ccccc2)c1	?
COc1ccccc1NS(=O)(=O)c1cc(C(=O)N2CCN(C(=O)c3ccco3)CC2)ccc1F	-9%
O=C(NC1CCCC1)C(C1CC1)n1c(-c2cc3ccccc3[nH]2)nc2ccccc21 (configuration not stated)	?
CC(C)(CC(=O)c1ccccc1)CC(=O)c1ccccc1	?
O=C(CCCc1ccncc1)c1ccccc1	-20%
Cc1c(C(=O)NCc2cccc(Cl)c2)sc(=O)n1Cc1ccc(F)cc1	?
Cc1ccc(F)c(S(=O)(=O)NC(=O)C2(C)CCN2C(=O)c2sccc2C)c1 (configuration not stated)	-2%
COc1cc(=O)n2c(c1C(=O)N(C)Cc1nonc1C)CCN(Cc1cc(C)ccc1C)CC2	-30%

# The list continues.
compound	DT40 TDP1 no CPT
O=C(CSc1nc2ccccc2c(=O)n1-c1ccc(F)c(Cl)c1)Nc1ccc2c(c1)CCC2	-19%
COc1ccc(CCn2c(C)cc(C(=O)COC(=O)c3ccc(O)cc3O)c2C)cc1	?
O=C1C(c2ccccc2)=NCCN1C(c1ccc(F)cc1)c1nc2ccccc2[nH]1 (configuration not stated)	-15%
O=C1C=C(OCCF)CC(c2ccccc2C(F)(F)F)O1 (configuration not stated)	23%
CC1(c2nnnn2Cc2ccccc2)CCC(=O)N1Cc1ccco1 (configuration not stated)	-12%
COc1ccc(-c2csc(C(O)(c3ccccc3)C(F)(F)F)n2)cc1 (configuration not stated)	?
CSCCC(c1nnnn1-c1c(C)cccc1C)N1CCN(C/C=C/c2ccccc2)CC1 (configuration not stated)	18µM*
C#CCOCCOCCOCCNc1nc(N2CCN(C(=O)CCCCCCCCCCNC(=O)[C@H](CCCCN)n3cc(C[C@@H](C)CC)nn3)CC2)nc(N2CCN(C(=O)CCCCCCCCCCNC(=O)[C@H](CCCCN)n3cc(C[C@@H](C)CC)nn3)CC2)n1	9.2µM*
CCOC(=O)C1CCCN(C(=O)c2cc3ccccc3cc2OC)C1 (configuration not stated)	?
C[C@@H](CO)NC(=O)c1[nH]cnc1C(=O)Nc1ccc(CNC(=O)OC(C)(C)C)cc1	12µM*
CCC12C(=Nc3c(Cl)cccc31)C[C@@H]1CCN3C(=O)CCC[C@H]2[C@H]13 (some centres not stated)	?
O=C1CC(c2ccccc2)=C(c2ccccc2)C1	-16%

# The listing continues.
compound	DT40 TDP1 no CPT
CCNC1(C(N)=O)CCN(Cc2ccccc2)CC1	-2%
COc1ccc2c(c1)C=C/C2=C/c1ccc(N(C)C)cc1	?
O=C(C[N+]12CN3CN(CN(C3)C1)C2)c1ccc(Br)cc1	?
CCCS(=O)(=O)NC(=O)C1(C)CCN(C(=O)c2sccc2C)C1 (configuration not stated)	-9%
COC(=O)CC(CC(=O)OC)n1cccc1	-1%
CCN1CCCC1CNC(=O)c1cnn(-c2ncc(C)c(-c3ccc(F)cc3)n2)c1C(C)C (configuration not stated)	-16%
OC(c1cccc(F)c1)c1ncc(-c2ccc3ccccc3c2)[nH]1 (configuration not stated)	?
Cc1cnc(C)c(-c2ccc(O)c(CN3CCN(C=O)CC3)c2)n1	9%
CCNC(=O)C1(C)CCCN(Cc2csc3ccccc23)C1 (configuration not stated)	-30%
Cc1ccc(CN2CCN(CC(=O)N3CCC(C(N)=O)CC3)C2=O)cc1	3%
O=C(Nc1cccc(Cl)c1)OCCOC(=O)Nc1cccc(Cl)c1	21µM*
COC(=O)[C@]12CCCCC=C1N(CCC1=CCCCC1)C(=O)[C@H](CC(=O)NCc1ccc(OC)c(OC)c1)C2	?

# Additional records.
compound	DT40 TDP1 no CPT
Nc1ncnc2c1ncn2[C@@H]1O[C@H](C(=O)N2CCCN(Cc3cccs3)CC2)[C@@H](O)[C@H]1O	-4%
Nc1ccc(S(=O)(=O)Nc2nccc(/C=C/c3cccc([N+](=O)[O-])c3)n2)cc1	-2%
COCc1ccc(CN2Cc3ccccc3OC(c3ccccc3F)C2)o1 (configuration not stated)	-30%
COCCNc1nc(-c2ccc(OC)cc2C)c2sc(-c3ccccc3)cc2n1	16µM*
COc1ccc(F)cc1-c1cc(NC(C)=O)c2ncc(-c3cc(OC)c(OC)c(OC)c3)n2c1	2.9µM*
O=C(NCC1CC1)c1ccc(-n2ccnc2)c2ccoc12	-2%
CC(C)NC(=O)C1(C)Cc2c(-c3ccc(N(C)C)cc3)ccnc2O1 (configuration not stated)	4.1µM*
COc1cc(=O)n2c(c1C(=O)N(C)Cc1nccs1)CCN(Cc1cc(C)cc(C)c1)CC2	?
CC(C)(C)c1ccc(C2=CC(c3ccccc3F)n3ncnc3N2)cc1 (configuration not stated)	-18%
CC(C)c1c(C(=O)N2CCN(CCO)CC2)cnn1-c1nccc(-c2cccs2)n1	-14%
CCOC(=O)C1OC1(c1ccccc1)c1ccccc1 (configuration not stated)	?
CC1(C(=O)NS(=O)(=O)C2CC2)CCCN(C(=O)COc2ccc(Cl)cc2Cl)C1 (configuration not stated)	?

# The list continues.
compound	DT40 TDP1 no CPT
CCNC(=O)N1C[C@H]2CON(C)[C@H]2C[C@H]1c1ccccc1Br	-23%
CCCCCNC(=O)C(c1ccccc1F)n1c(=O)c(-c2ccco2)nc2ccccc21 (configuration not stated)	?
C[C@@H]1CN([C@H](C)CO)C(=O)c2c(c3ccccc3n2C)-c2ccccc2CO[C@H]1CN(C)C(=O)CCC(F)(F)F	?
C[N+]1(CC(=O)c2ccccc2)CCc2ccccc2C1 (configuration not stated)	?
Cc1c(C(=O)NCc2ccc3c(c2)OCCO3)sc(=O)n1Cc1ccccc1C(F)(F)F	?
COc1ccc(NC(=O)C[C@H]2C(=O)N(c3ccc(Br)cc3)C[C@@H]2c2ccc(OC)cc2)cc1	21µM*
CC(NC(=O)c1cccc(S(=O)(=O)N2CCN(Cc3ccccc3)CC2)c1)c1ccccc1Cl (configuration not stated)	?
Cn1c2c(sc1=O)CCC2	1%

# Screening data: PubChem BioAssay, National Center for Advancing Translational Sciences (NCATS)

# Not all compounds are listed; count on the stated rates, not on these rows.
